HTRA1 inh = HTRA1 (human) protease inhibition; inhibition, % at 5.96 µM; Q92743; recombinant HTRA1, FP-rhodamine activity-based probe, fluorescence polarization; 340,000 compounds, 0.5% hits; in the data active means inhibition above about 36%;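 further: 0% = enzyme with DMSO and 100% = wells lacking enzyme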
LEDGF integ inh = blocks HIV-1 LEDGF/p75-dependent DNA integration; TR-FRET IN-LEDGF/p75 DNA integration, Eu/Cy5; 370,000 compounds, 0.64% hits; inhibition, % at 3.7 µM;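 active means inhibition above the screen-wide mean plus 3 SD, cut at about 13% in these data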;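 further: signal is the Cy5 over europium emission ratio at 671 and 618 nm; 0% = plate median of compound wells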
TDP2 inh = blocks human TDP2 phosphodiesterase activity; O95551; recombinant TDP2, T5PNP hydrolysis, p-nitrophenol absorbance 415 nm; inhibition, % at 12.8 µM; 370,000 compounds, 0.34% hits;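 active means inhibition above the mean of all tested compounds plus 3 SD, set per campaign, cut at about 25% in these data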;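 further: 0% = DMSO with enzyme and 100% = buffer with substrate but no TDP2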
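Read-out basis: percent inhibition. System: recombinant human TDP2. Buffer or medium: Mg2+-containing Tris-HCl buffer, pH 7.5. Repeats: single replicate. Timing: reaction 2 h, 37 °C. Benchmarks: high control without enzyme, low control DMSO plus TDP2. Probe or stimulus: 5 mM T5PNP. Doses: 12.8 µM only. Measured by: epi absorbance of p-nitrophenol freed from T5PNP by hydrolysis.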
TCR-CD3 inh = human TCR-CD3 binding inhibition | TAMRA-labeled TCR probe fluorescence, biochemical | inhibition, % at 9.4 µM | 360,000 compounds, 0.37% hits | AID 651800; in the data active means inhibition above about 19%;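 further: recombinant mutant TCR 2C K166C tagged with TAMRA read by polarization; 0% = receptor in buffer alone and 100% = receptor with positive control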
SIAE inh = human SIAE inhibition, primary screen | AID 1053197 | Q9HAT2 | inhibition, % at 9.66 µM | 370,000 compounds, 0.69% hits | SIAE FP-Rh probe binding, fluorescence polarization;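 active means inhibition above a cutoff: mean of compounds within the control limits plus 3 SD of those, cut at about 17% in these data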;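 further: 0% = plate median of compound wells and 100% = probe without SIAE protein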
Tn7 DDE FP = inhibitors of Tn7 peptide binding to human fibrin DD(E); P02675; FP displacement of FITC-Tn7 peptide from fibrin DD(E); 0% = median of compound wells per plate; inhibition, % at 8.3 µM; 370,000 compounds, 0.13% hits;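 active means inhibition above the mean of compounds falling within the control limits plus 3 SD of them, cut at about 14% in these data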;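 further: 0% = plate median of compound wells and 100% = 10 µM Aha-Tn7 peptide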
Target sequence (P02675 whole entry, looked up): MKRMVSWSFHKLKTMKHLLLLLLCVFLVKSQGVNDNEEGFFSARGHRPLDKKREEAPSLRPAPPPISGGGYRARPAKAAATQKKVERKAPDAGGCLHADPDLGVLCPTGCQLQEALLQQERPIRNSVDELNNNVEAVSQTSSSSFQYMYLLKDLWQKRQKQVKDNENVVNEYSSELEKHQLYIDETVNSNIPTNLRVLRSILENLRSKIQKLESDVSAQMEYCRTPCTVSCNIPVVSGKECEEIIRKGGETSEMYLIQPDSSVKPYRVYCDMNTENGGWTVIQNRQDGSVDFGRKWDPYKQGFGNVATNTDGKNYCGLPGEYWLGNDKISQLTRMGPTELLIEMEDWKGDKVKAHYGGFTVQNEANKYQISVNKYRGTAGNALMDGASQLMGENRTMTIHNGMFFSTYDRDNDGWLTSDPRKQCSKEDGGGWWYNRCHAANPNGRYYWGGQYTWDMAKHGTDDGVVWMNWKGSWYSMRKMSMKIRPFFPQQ
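Test system – human fibrin DD(E) · Times – 10 min preincubation, 3 h with tracer, room temperature · Detection – fluorescence polarization of the labelled Tn7 tracer · Measure – percent inhibition normalized to high-control wells · Benchmarks – high control wells with 10 µM unlabelled Aha-Tn7 peptide (full inhibition) · Repeats – singlicate testing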
PG9 binder = binds the HIV-1 gp120 antibody PG9; TR-FRET gp120-PG9 antibody binding; inhibition, % at 6.7 µM; 360,000 compounds, 0.43% hits; in the data active means inhibition above about 8.5%
ABHD4 inh = inhibits mouse alpha/beta hydrolase domain 4; purified mABHD4, FP-Rh probe fluorescence polarization; Q8VD66; inhibition, % at 8.92 µM; 370,000 compounds, 0.54% hits; AID 720543;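 active means inhibition exceeding the mean over every tested compound plus 3 SD, cut at about 30% in these data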;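 further: 0% = plate median of compound wells and 100% = S159A mutant with DMSO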
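Assay system: mouse ABHD4 enzyme, wild type / Also added: fluorescent activity-based probe FP-Rh / Doses: single nominal dose of 8.92 µM, 0.89% DMSO final / Timing: 45 min compound pre-incubation plus 60 min probe step, 25 °C / Signal: FP readout, ex 525 nm / em 598 nm / Control set: S159A mutant/DMSO as 100%, compound-well median as 0%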
UHRF1 binding = human UHRF1 methylated DNA binding inhibitors; Q96T88; UHRF1 binding to methylated oligo, TR-FRET; inhibition, % at 4.4 µM; 370,000 compounds, 0.75% hits; AID 687016; in the data active means inhibition above about 21%;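 further: UHRF1 SRA domain binding a hemimethylated CpG hairpin DNA probe; 0% = median of test compound wells and 100% = reference inhibitor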
PRMT1 FP inh = inhibitors of human PRMT1; recombinant PRMT1, activity-based probe fluorescence polarization; Q99873; AID 652257; inhibition, % at 2.79 µM; 370,000 compounds, 1.3% hits;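 active means inhibition above about 21% made by adding two undisclosed values, limit read from the data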
Target sequence (Q99873 whole entry, looked up): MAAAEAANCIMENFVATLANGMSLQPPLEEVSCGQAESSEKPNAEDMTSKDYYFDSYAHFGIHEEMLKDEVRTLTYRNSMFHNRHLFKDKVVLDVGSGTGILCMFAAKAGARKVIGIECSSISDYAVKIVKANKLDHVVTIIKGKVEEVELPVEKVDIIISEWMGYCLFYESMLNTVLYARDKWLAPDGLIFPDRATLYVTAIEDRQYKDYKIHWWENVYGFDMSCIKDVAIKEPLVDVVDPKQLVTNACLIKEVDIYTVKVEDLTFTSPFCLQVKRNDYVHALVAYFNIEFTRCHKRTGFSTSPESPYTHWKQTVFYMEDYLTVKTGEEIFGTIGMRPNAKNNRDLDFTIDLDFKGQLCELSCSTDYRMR
Numbers without * were called inactive; . = not tested or not shown.

SMILES	HTRA1 inh	LEDGF integ inh	TDP2 inh	TCR-CD3 inh	SIAE inh	Tn7 DDE FP	PG9 binder	ABHD4 inh	UHRF1 binding	PRMT1 FP inh
COc1ccc(-c2noc(CCC(=O)Nc3ccc4c(c3)OCCO4)n2)cc1	-12	-1	-7	0	-6	7	-1.8	11	1	-4
COC(Cc1nnc(SC)n1-c1ccc(Cl)cc1)OC	2	-4	0	2	4	6	0.1	-5	-1	-1
NC(N)=Nc1nc2ccc(Br)cc2c(=O)[nH]1	3	4	8	-2	-6	-1	7.8	0	-2	-4
CCc1ccccc1NC(=O)CN1CCN(CC(=O)Nc2ccc(-c3ccccc3)cc2)CC1	-3	-1	-10	-8	5	3	-0.2	-2	2	-4
CCCOc1ccc(C(=O)Nc2ccc(S(=O)(=O)NC3=NCCCCC3)cc2)cc1	-17	-4	-5	-5	3	-1	2.6	-11	5	1
CC(C)(C)c1ccc(/C=N/NC(=O)c2ccccn2)cc1	2	0	-11	-4	-1	5	-1.3	-3	3	-2
Cc1cc(C)c2c(=O)[nH]c(SCC(=O)c3ccc(C)c(C)c3)nc2n1	-2	-1	15	2	-6	-1	0.9	4	-3	-2
CC(=O)[C@@]1(O)Cc2c(O)c3c(c(O)c2[C@H](O[C@H]2C[C@H](N)[C@H](O)[C@H](C)O2)C1)C(=O)c1ccccc1C3=O	.	0	12	175*	81*	51*	-5.8	101*	95*	169*
S=C(NCc1ccccc1)Nc1cccc2ccccc12	-5	2	2	7	7	10	-0.6	-4	-3	1
COc1ccc(OC)c(NC(=O)c2sc3nc(C)cc(C)c3c2N)c1	-2	2	9	5	-1	2	1.1	-3	-2	-3
Cc1ccc(OC(=O)CCS(=O)(=O)c2ccc(C)cc2)cc1	2	4	-5	-8	-8	-4	-0.8	-6	2	3
Cc1cccc(CS(=O)(=O)Cc2ccc(C(=O)NCc3ccco3)o2)c1	-5	2	8	11	6	-1	0.3	1	-4	1
CCCn1c(C(C)C)n[nH]c1=S	-1	-1	-6	0	-2	-1	0.6	3	4	4
Cc1nnc(NC2(C(F)(F)F)C(=O)Nc3c2c(=O)n(C)c(=O)n3C)s1 (stereo not given)	2	1	5	3	1	-1	-0.2	6	-1	-2
CC(=O)Nc1c(C)ccc2nsnc12	-3	0	-5	5	-1	1	-1.4	7	-2	1
CCOc1ccc(CC(=O)Nc2ccc(-c3ccc4nnc(C)n4n3)cc2)cc1	-9	-1	4	0	-11	-7	0.6	-3	0	4
O=C(COC(=O)CCC(=O)c1cccs1)NC1CCCCC1	2	0	2	2	-2	-6	2.9	4	0	6
CC(=O)C1=C(O)C(=O)N(CCCn2ccnc2)C1c1ccc(C)cc1 (stereo not given)	5	0	10	0	0	7	-2.1	0	-3	0
O=C1C2C3C=CC(C2C(=O)N1CCO)C1C(=O)N(CCO)C(=O)C31 (stereo not given)	-4	-4	-5	2	-4	5	-0.5	3	0	3
Cc1cccc(/C=C/C(=O)c2ccc(NC3=NCCCS3)cc2)c1	-38	1	4	-3	53*	1	-2.4	-5	-1	5
O=C(COC(=O)c1cc[n+]([O-])cc1)Nc1ccc(Br)cc1	-10	0	-4	-1	-11	-4	-3.9	-10	-2	0
CC(=O)C1=C(O)C(=O)N(c2nccs2)C1c1ccccc1F (stereo not given)	4	-1	1	0	8	-4	1.2	5	0	3
CN(C)C(=O)c1cc(C(=O)c2ccccc2F)c[nH]1	2	3	-10	4	0	3	-1.4	1	1	-3
CC(=O)CSc1cc(-c2ccccc2)nc2ncnn12	0	-6	-13	-10	-4	6	-2.0	1	1	28*
COc1ccc(N2C(=O)/C(=C\c3ccco3)N=C2SCC(N)=O)cc1Cl	.	-1	-2	-4	9	6	-4.4	5	-4	26*
CCN1C(=O)N(CC)c2cccc3cccc1c23	8	-1	9	-2	1	7	0.0	0	-1	1
O=C(CCNC(=O)c1ccc(Cl)cc1)Nc1ccc(S(=O)(=O)N2CCCCC2)cc1	-2	4	-16	6	-10	-7	0.0	-8	1	-9
N#Cc1c(N)n(Cc2ccccc2)c(=O)c2cc([N+](=O)[O-])ccc12	-7	1	-5	-3	-2	-2	-1.0	5	-2	1
CCc1ccc(NC(=O)CSc2nc(=O)n(CCCN(C)C)c3c2CCC3)cc1	-2	3	-1	-3	-2	-2	0.9	2	1	-1
S=C(Nc1ccc(Cl)cc1)c1nc2ccccc2[nH]1	19	8	-3	-10	3	-4	-0.8	-3	-9	0
Cc1ccc(-n2nc(-c3cccs3)cc2C(=O)NCC2CCCO2)c(C)c1 (stereo not given)	-11	2	-3	-8	1	-5	1.1	-7	0	1
COc1cc(OC)cc(C(=O)NCC(=O)OCC(=O)/C=C2/N(C)c3ccccc3C2(C)C)c1	-12	-1	-3	0	-5	-1	-1.3	-9	-2	-4
S=c1[nH]ncn1/N=C/c1ccc(Br)cc1	-1	0	0	0	5	-4	0.8	6	-1	-1
COc1ccc(NC(=O)CSc2nncn2C)cc1	10	4	7	2	-1	-2	-0.1	7	1	1
Cn1nccc1C(=O)OCC(=O)Nc1nc(-c2ccccc2)cs1	-15	7	-3	-2	-1	-2	-1.5	-6	3	0
N#C/C(=C\c1ccc(F)cc1F)S(=O)(=O)c1ccccn1	5	1	4	2	2	0	0.3	-3	-6	2
COCC(C)NC(=O)c1cc2cc(OC)ccc2[nH]1 (stereo not given)	6	3	-5	1	-2	-5	-2.2	0	-2	-2
CCC(=O)Nc1ccc2c(c1)C(=O)N(C)C2=O	2	0	-5	1	0	-11	1.2	-2	3	1
CNc1ncc(C(=O)c2ccc(-c3ccccc3)cc2)s1	-18	3	6	4	-6	3	-1.2	-4	0	-1
Cc1ccc(N2CC(C(=O)NCCN3CCOCC3)CC2=O)cc1C (stereo not given)	-1	-3	-10	5	11	10	-2.2	-2	1	0
CC(Nc1cccc2ccccc12)C(=O)N/N=C/c1ccccn1 (stereo not given)	46*	23*	26*	-5	9	1	-2.3	48*	4	25*
CC(=O)c1ccc(OCCOc2ccc(C#N)cc2)cc1	-2	8	-1	6	4	-6	-0.1	-4	3	0
CCc1cc(CC)c(/C=N/NC(N)=O)c(CC)c1	-27	1	1	3	-4	2	0.6	-3	-2	0
COc1ccc(NC(=O)CN(C)CC(=O)Nc2cccc(F)c2)cc1Cl	-18	1	11	3	-2	2	-0.2	-15	-2	-1
CC(=O)NCCCNC(=S)NCCCN(Cc1ccc(Cl)cc1)c1ccc(Br)cn1	.	-2	-5	-4	-3	-4	1.3	-11	-2	2
O=C1N=C2SCCN2/C1=C\c1c(Cl)cccc1Cl	-62	2	7	1	-34	2	1.1	27	-2	3
CC(C)C[C@@H]1COc2cccc(N3CCC[C@H]3CO)c2S(=O)(=O)N1	.	-2	-1	-2	1	2	-2.3	-1	2	6
CCN(CC)c1ccc(NC(=O)CCc2nnc3ccc(N4CCCC4)nn23)c(C)c1	-1	-2	2	0	7	-3	-6.9	3	-1	4
CC(C)(C)OC(=O)N1CCN(C(=O)Cn2cc(CCO)nn2)CC1	1	1	6	-3	3	4	-0.7	4	5	1
CCOc1ccc(NC(=S)N2CCC(NC(=O)c3ccccc3)CC2)cc1	-1	0	-12	-7	3	-10	-0.2	4	2	2
CNC[C@@H]1OCc2ccccc2-c2ccccc2C(=O)N([C@H](C)CO)C[C@@H]1C	-2	3	-5	4	-3	10	-1.7	0	0	-5
CCCOc1cccc(C2C(C(=O)c3ccco3)=C(O)C(=O)N2c2nnc(C)s2)c1 (stereo not given)	6	7	-13	-6	2	3	-1.2	7	-8	32*

A draw from above in order of molecular weight, lowest first:
SMILES	HTRA1 inh	LEDGF integ inh	TDP2 inh	TCR-CD3 inh	SIAE inh	Tn7 DDE FP	PG9 binder	ABHD4 inh	UHRF1 binding	PRMT1 FP inh
CCc1cc(CC)c(/C=N/NC(N)=O)c(CC)c1	-27	1	1	3	-4	2	0.6	-3	-2	0
CC(=O)c1ccc(OCCOc2ccc(C#N)cc2)cc1	-2	8	-1	6	4	-6	-0.1	-4	3	0
CNc1ncc(C(=O)c2ccc(-c3ccccc3)cc2)s1	-18	3	6	4	-6	3	-1.2	-4	0	-1
O=C1N=C2SCCN2/C1=C\c1c(Cl)cccc1Cl	-62	2	7	1	-34	2	1.1	27	-2	3
CC(C)(C)OC(=O)N1CCN(C(=O)Cn2cc(CCO)nn2)CC1	1	1	6	-3	3	4	-0.7	4	5	1
Cc1ccc(N2CC(C(=O)NCCN3CCOCC3)CC2=O)cc1C (stereo not given)	-1	-3	-10	5	11	10	-2.2	-2	1	0
COc1ccc(NC(=O)CN(C)CC(=O)Nc2cccc(F)c2)cc1Cl	-18	1	11	3	-2	2	-0.2	-15	-2	-1
CNC[C@@H]1OCc2ccccc2-c2ccccc2C(=O)N([C@H](C)CO)C[C@@H]1C	-2	3	-5	4	-3	10	-1.7	0	0	-5
CCOc1ccc(NC(=S)N2CCC(NC(=O)c3ccccc3)CC2)cc1	-1	0	-12	-7	3	-10	-0.2	4	2	2
CCN(CC)c1ccc(NC(=O)CCc2nnc3ccc(N4CCCC4)nn23)c(C)c1	-1	-2	2	0	7	-3	-6.9	3	-1	4
CCCOc1cccc(C2C(C(=O)c3ccco3)=C(O)C(=O)N2c2nnc(C)s2)c1 (stereo not given)	6	7	-13	-6	2	3	-1.2	7	-8	32*
CC(=O)NCCCNC(=S)NCCCN(Cc1ccc(Cl)cc1)c1ccc(Br)cn1	.	-2	-5	-4	-3	-4	1.3	-11	-2	2
